S100A4 MyoIIA: blocks human S100A4 binding to myosin IIA peptide; AID 652163; 360,000 compounds, 0.14% hits; P26447; inhibition, % at 10.7 µM; S100A4/TAMRA-MyoIIA peptide fluorescence polarization;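 active = mean inhibition of at least 70% across replicates, with every replicate also reaching that level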
Target sequence (P26447 whole entry, looked up): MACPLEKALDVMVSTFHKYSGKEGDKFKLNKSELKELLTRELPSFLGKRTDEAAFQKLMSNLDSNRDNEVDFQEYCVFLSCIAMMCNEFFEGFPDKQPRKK
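Test system: S100A4 monomer protein. Medium: HEPES buffer with Ca2+, pH 7.2. Reagent: fluorescent myosin IIA peptide, 5 nM. Compound dosing: single-point compound testing. Timing: 5 min between mix addition and reading. Benchmarks: DMSO neutral and TFP positive wells.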
PglD DTNB: blocks C. jejuni PglD acetyltransferase activity | purified PglD enzyme, DTNB colorimetric CoA detection | inhibition, % at 12.5 µM | 360,000 compounds, 0.098% hits | AID 602405; in the data active = inhibition above about 16%, passing the limit was not always enough; also: strong numbers were not always called active
LGR2 antag: inhibitors of bursicon-induced Drosophila LGR2 receptor cAMP signaling | inhibition, % at 9.99 µM | 380,000 compounds, 0.35% hits | AID 720647 | HEK293 LGR2, CRE-luciferase, bursicon-stimulated, 4 h;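 active = drop in luminescence signal, shown as inhibition above about 50% in the replicate tests, limit read from the data, passing the limit was not always enough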;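 also: agonist challenge used bursicon conditioned medium at about half maximal strength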
PAX8 inh HTS: inhibitors of PAX8 transcriptional activity in RMG-I cells; RMG-I TPO-luciferase reporter, SteadyGlo, 24 h; inhibition, % at 12.6 µM; 360,000 compounds, 1.2% hits; AID 652154;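 active = mean replicate inhibition at least 60% with every replicate also reaching 60%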;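 also: luciferase light reporting Pax8 driven TPO promoter activity; plate controls were median of neutral control wells for no effect and mitoxantrone controls for full effect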
ERAP1 HTS inh: ERAP1 (human) enzyme inhibition. 340,000 compounds, 0.15% hits. inhibition, % at 10.7 µM. Q9NZ08. recombinant ERAP1, Leu-AMC fluorescence, 60 min;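 active = mean replicate inhibition of at least 30%, or all replicates individually reaching that 30% level; inactive = mean below 30% and not every replicate reaching it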;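 also: 0% = neutral control wells and 100% = L-leucinethiol positive control wells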
Target sequence (Q9NZ08 whole entry, looked up): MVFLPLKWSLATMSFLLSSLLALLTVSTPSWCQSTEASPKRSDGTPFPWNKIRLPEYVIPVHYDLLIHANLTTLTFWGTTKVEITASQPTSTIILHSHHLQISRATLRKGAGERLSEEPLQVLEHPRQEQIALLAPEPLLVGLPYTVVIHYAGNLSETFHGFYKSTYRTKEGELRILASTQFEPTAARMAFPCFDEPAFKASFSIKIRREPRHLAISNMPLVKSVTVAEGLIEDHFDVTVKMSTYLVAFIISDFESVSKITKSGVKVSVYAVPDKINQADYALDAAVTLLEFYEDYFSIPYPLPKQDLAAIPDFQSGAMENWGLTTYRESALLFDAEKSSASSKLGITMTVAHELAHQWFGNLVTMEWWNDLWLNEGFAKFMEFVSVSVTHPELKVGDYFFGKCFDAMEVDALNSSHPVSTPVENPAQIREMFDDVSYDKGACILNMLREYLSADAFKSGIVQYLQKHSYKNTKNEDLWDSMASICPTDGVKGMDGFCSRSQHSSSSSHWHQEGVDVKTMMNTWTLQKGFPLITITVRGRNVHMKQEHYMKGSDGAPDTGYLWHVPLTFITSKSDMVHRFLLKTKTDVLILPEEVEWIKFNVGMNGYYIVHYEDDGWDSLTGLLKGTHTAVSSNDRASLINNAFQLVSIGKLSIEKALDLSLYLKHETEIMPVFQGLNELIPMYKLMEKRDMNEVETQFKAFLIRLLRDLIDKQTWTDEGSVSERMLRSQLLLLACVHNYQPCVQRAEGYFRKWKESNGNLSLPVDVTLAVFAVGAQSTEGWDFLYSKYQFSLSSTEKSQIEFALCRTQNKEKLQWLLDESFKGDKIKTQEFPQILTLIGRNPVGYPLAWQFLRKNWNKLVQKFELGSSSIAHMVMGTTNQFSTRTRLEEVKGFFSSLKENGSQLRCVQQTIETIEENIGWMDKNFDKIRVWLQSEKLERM
FN deposition inh: fibronectin deposition inhibition | AH1F fibroblasts, Alexa488-fibronectin deposition fluorescence, overnight | inhibition, % at 12.6 µM | 350,000 compounds, 0.086% hits | AID 743247;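 active = mean inhibition across replicates of 30% or more, regardless of how many single replicates reach that level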;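 also: positive control wells lacked labelled fibronectin entirely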
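Material: AH1F fibroblasts assembling fluorescent fibronectin matrix; amount: 10000 AH1F cells/well; medium: DMEM, 2% serum; reagent: Alexa488-fibronectin, 24 nM final in well; dosing: single compound dose, delivered by pin transfer; incubation: 1 h adhesion, overnight exposure; detection: fluorescence after three HBSS washes, excitation 485 nm, emission 525 nm; measure: fibronectin deposition inhibition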
EWS-Fli inh: blocks EWS/Fli oncoprotein-driven transcription; 350,000 compounds, 0.67% hits; A673 NR0B1-luciferase reporter, viability-normalised; AID 651661; inhibition, % at 12.6 µM;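 active = mean inhibition of at least 50% after viability correction, with every replicate also passing that limit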;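 also: firefly luciferase signal divided by Alamar Blue viability fluorescence both relative to DMSO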
PGC1a acetyl inh: modulators of PGC1a acetylation; U2OS PGC1a acetylation, AlphaScreen anti-acetyl-lysine; with virally co-expressed GCN5 acetyltransferase; inhibition, % at 15.6 µM; 350,000 compounds, 0.17% hits; AID 651687;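 active = every replicate shows inhibition of at least 40%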;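 also: 0% = neutral control wells and 100% = positive control wells; some results beyond the cut were filed as inactive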
* hit, by the source's call; . = not tested or not shown; & = joins results of further samples. Random draw from the library; about 2.1% have a hit in one of these screens.

SMILES	S100A4 MyoIIA	PglD DTNB	LGR2 antag	PAX8 inh HTS	ERAP1 HTS inh	FN deposition inh	EWS-Fli inh	PGC1a acetyl inh
C[C@@H]1CN([C@@H](C)CO)C(=O)c2cccc(NS(=O)(=O)c3ccccc3)c2O[C@@H]1CN(C)S(C)(=O)=O	6	-2	25	.	1	-1	-6	10
CCCn1c(SCC(=O)c2c(N)n(C3CC3)c(=O)[nH]c2=O)nc2cc(S(N)(=O)=O)ccc21	-1	1	-9	-2	-3	10	-7	-8
NS(=O)(=O)c1ccc(CCNC(=O)C2COc3ccccc3O2)cc1 (stereo not given)	-10	0	9	3	-2	-2	9	-7
O=C(O)c1ccc2c(=O)n(-c3ccc(F)c(Cl)c3)c(=S)[nH]c2c1	1	4	3	-6	.	3	2	-3
CC1=NNC(=O)C1CCC(=O)N/N=C(/C)c1ccc([N+](=O)[O-])cc1 (stereo not given)	-49	-4	-7	21	1	7	3	.
CS(=O)(=O)Nc1ccccc1C(=O)Nc1cccc(Cl)c1	4	-1	12	.	1	.	-3	10
NS(=O)(=O)c1ccccc1NC(=S)Nc1ccccc1S(N)(=O)=O	-6	3	-8	29	-1	5	12	7
COc1ccc(C(=O)NNC(=O)CN2CCN(c3nc(-c4ccccc4)cs3)CC2)cc1	-20	.	9	11	7	11	8	.
Cc1ccccc1-n1c(SCC(=O)NCC2CCCO2)nnc1-c1ccncc1 (stereo not given)	-6	-2	-5	-5	-3	0	4	11
Cc1ccc(Cl)cc1NC(=O)C(NS(=O)(=O)c1cccs1)c1ccccc1 (stereo not given)	-2	5	14	9	-1	6	-37	1
C[C@@H]1CN([C@H](C)CO)S(=O)(=O)c2ccc(C3=CCCC3)cc2O[C@@H]1CN(C)CC1CCOCC1	9	2	17	-15	.	.	-5	-10
C[C@@H]1CCCCO[C@H](CN(C)CC2CCCCC2)[C@H](C)CN([C@H](C)CO)C(=O)c2cc(NS(=O)(=O)c3ccc(F)cc3)ccc2O1	-15	1	-10	54	-9	.	25	-2
Cc1cc(C)cc(CC(=O)N2CCC2(C)C(=O)NS(=O)(=O)c2ccc(Cl)s2)c1 (stereo not given)	6	7	-5	5	0	0	4	14
O=S(=O)(ON(c1ccccc1)S(=O)(=O)c1ccccc1)c1ccccc1	-3	1	1	19	1	-1	-4	5
O=C(OCc1ccccc1)N1CCC2CC1c1ccc(N3CCN(Cc4ccc5c(c4)OCO5)CC3)cc12 (stereo not given)	-9	-2	-28	-31	.	-2	-27	0
CN1CCN(C(=O)C[C@@H]2CC[C@H]3[C@H](COc4ccc(NC(=O)C5CCCC5)cc4C(=O)N3C)O2)CC1	14	.	-4	-26	-3	0	-5	.
O=C(C[C@H]1CC[C@H]2[C@@H](COC[C@@H](O)CN2Cc2ccc(Cl)cc2)O1)NCc1cccc(F)c1	14	-1	2	.	1	7	.	2
O=C(OCC12CC3CC(CC(C3)C1)C2)c1ccc(NCc2cc(O)ccc2O)cc1	-2	.	6	52	2	-24	56*	.
C#Cc1ccc([C@H]2C=C(C(=O)N3CCOCC3)O[C@@H](OCC)[C@@H]2CCCO)cc1	-20&-2	-6&-1	-3	-3&2	-1&-2	5	-4&-16	-8
CCOC(=O)c1c(NC(=O)COC(=O)c2nc(Cl)ccc2Cl)sc2c1CCC2	-3	.	4	-1	4	3	1	.
CCC(C(=O)OC)n1cnc2c(nnn2-c2ccc(F)cc2)c1=O (stereo not given)	-1	-3	10	-22	-1	0	-7	1
CC[C@H](C)[C@H](NC(=O)c1ccccc1)C(=O)Nc1ccc(S(=O)(=O)Nc2cc(C)nc(C)n2)cc1	-5	-1	6	-13	-2	4	0	-31
O=[N+]([O-])c1cccc(-c2nnc(-c3ccc4c(c3)OCO4)o2)c1	1	.	-34	144*	0	-11	-97	.
COc1ccc(NC(=O)CSc2nnc(Cc3cccs3)n2-c2ccc(C)cc2)cc1	1	1	13	.	-7	.	-2	4
COc1ccc(S(=O)(=O)N(C)C[C@H]2Oc3c(NC(=O)C4CC4)cccc3C(=O)N([C@H](C)CO)C[C@H]2C)cc1	-18	-5	6	.	-2	.	2	-5
CCN(CC)c1ccc(C(=O)NC(=S)N2CCN(Cc3ccc4c(c3)OCO4)CC2)cc1	13	.	13	-5	0	2	5	.
Cc1ccc(C)c(N2C(=O)c3cc(N4CCOCC4)c([N+](=O)[O-])cc3C2=O)c1	2	5	-10	15	-1	-2	-15	0
OC[C@@H]1CN(Cc2ccc(F)cc2)C[C@H](n2cnc3c(NCc4ccc(F)cc4)ncnc32)O1	1	4	-1	15	-1	22	2	0
Cc1ccc(NS(=O)(=O)c2ccc(CCC(=O)N3CCCC3)cc2)cc1	-5	.	4	21	-1	5	2	-12
CC(C)=CCC/C(C)=C/Cc1c(O)ccc(C(=O)/C=C/c2ccc(O)cc2)c1O	-1	0	8	-3	-2	2	11	-12
CCCn1nc(Oc2nc(NCC)nc(NCC)n2)ccc1=O	.	6	.	-2	.	-1	.	-9
O=C(O)C1CCCN1C(=O)C12CC3CC(CC(C3)C1)C2 (stereo not given)	-2	3	-8	0	1	-5	2	.
O=C(NC(=S)N1CCOCC1)c1cn(-c2ccccc2)nc1-c1ccccc1	1	2	-13	-16	2	-1	25	0
COc1ccc(C(C(=O)NC2CCCC2)N(Cc2cccnc2)C(=O)c2snc(C(N)=O)c2N)cc1OC (stereo not given)	-7	-4	12	-11	2	2	-1	.
CC1=CC(=C(C#N)c2nc3ccccc3s2)C=C(C)N1Cc1ccco1	0	-2	-12	.	-2	.	-53	2
O=C(C[C@H]1C=C[C@H](NC(=O)Nc2ccccc2F)[C@H](CO)O1)NCc1ccccc1	-7	.	-8	.	-2	.	3	3
COC(c1ccccc1)c1nnc(CCC(=O)N(C)CCCC2CCCC2)o1 (stereo not given)	5	.	0	-37	.	0	-35	.
CCOc1ccc(-c2cc(C(=O)NCc3ccccc3)[nH]n2)c(C)c1	2	6	-16	-21	-3	8	-20	-10
COc1ccc(S(=O)(=O)N(C)C[C@@H]2Oc3ccc(NC(=O)CCCCCC(=O)Nc4ccccc4N)cc3C(=O)N([C@H](C)CO)C[C@H]2C)cc1	-2	.	5	8	0	-13	17	-1
O=C(NCCOc1ccc(F)cc1)C1CCC(=O)N(CCN2CCOCC2)C1 (stereo not given)	-10	4	8	-4	1	3	13	.

Complete entries as entered above. Order of screens: S100A4 MyoIIA	PglD DTNB	LGR2 antag	PAX8 inh HTS	ERAP1 HTS inh	FN deposition inh	EWS-Fli inh	PGC1a acetyl inh
COc1ccc(C(C(=O)NC2CCCC2)N(Cc2cccnc2)C(=O)c2snc(C(N)=O)c2N)cc1OC (stereo not given) as listed: -7	-4	12	-11	2	2	-1	.
CC1=CC(=C(C#N)c2nc3ccccc3s2)C=C(C)N1Cc1ccco1 as listed: 0	-2	-12	.	-2	.	-53	2
CCCn1nc(Oc2nc(NCC)nc(NCC)n2)ccc1=O as listed: .	6	.	-2	.	-1	.	-9

The listing continues.
SMILES	S100A4 MyoIIA	PglD DTNB	LGR2 antag	PAX8 inh HTS	ERAP1 HTS inh	FN deposition inh	EWS-Fli inh	PGC1a acetyl inh
S=c1[nH]nc(-c2ccc(Cl)cc2)n1/N=C/c1cccs1	-7	-1	-33	11	0	-4	-1	3
O=C(Oc1ccc(/C=N/n2cnnc2)cc1)c1cccc([N+](=O)[O-])c1	-4	.	73*	4	0	11	-1	12
COC(=O)c1cc(N=Nc2sc(N)nc2C)cc(C(=O)OC)c1	4	5	7	20	-3	-4	9	10
CCN1C(=O)[C@@H]2Cc3c([nH]c4ccccc34)C(c3cc(OC)c(OC)c(OC)c3)N2C1=S (stereo not given in full)	-11	-1	6	33	0	-11	8	-8
CCn1c(SCC(=O)Nc2cccc(OC)c2)nc2ccccc2c1=O	0	-9	-13	-16	-3	3	4	-3
CCc1cc(-c2nnn(-c3cc(C(C)C)ccc3C)c2CC)ccc1-c1cn(CCc2c[nH]c3ccccc23)nn1	-12	-1	10	49	0	-13	29	-2
C[C@@H]1CN([C@H](C)CO)C(=O)c2cc(NC(=O)C3CC3)ccc2O[C@@H]1CN(C)Cc1ccncc1	-10	-1	4	-11	-2	.	-2	6
CCOC(=O)c1cnc(N2CCN(c3ccccc3)CC2)[nH]c1=O	1	2	-11	-12	0	3	-6	.
Cc1cc(OCCN2CCOCC2)ccc1C(C)C	23	1	-21	-50	2	0	-33	-7
Cc1ccsc1C(=O)N1CCC1(C)C(=O)NS(=O)(=O)c1ccc(Br)cc1 (stereo not given)	-1	0	6	-4	-1	-6	-4	1
CC(=O)Nc1ccc2cnn(C(C)=O)c2c1	-6	7	-4	.	-8	0	-1	3
CCCCN1C(=O)C(=O)N(CC(=O)c2ccc3c(c2)OCO3)C1=O	-7	-6	2	-11	0	-1	-13	.
Cc1cccc(C(=O)NCCCN(C)CCCNC(=O)c2cccc(C)c2)c1	-4	1	3	-1	-2	-2	2	.
CCCNC(=O)Nc1ccc2c(c1)C(=O)N(C)C[C@H](OC)[C@H](C)CN(CCC(F)(F)F)[C@H](C)CO2	.	.	13	.	.	2	12	-4
COc1ccc(NC(=O)N2CC3(C2)CN(C(=O)c2cccnc2)[C@H](CO)c2[nH]c4cc(OC)ccc4c23)cc1	-11	.	8	.	3	.	-3	10
COCC(=O)Nc1ccc2c(c1)C(=O)N(C)[C@@H]1CC[C@@H](CC(=O)NCCCN(C)C)O[C@H]1CO2	5	1	-7	-45	-3	8	-9	-2
CCNC(=O)C[C@@H]1C=C[C@@H](NS(=O)(=O)c2ccc(F)cc2)[C@H](CO)O1	3	0	-5	8	0	1	0	-10
CCOc1ccc(S(=O)(=O)NCCC(=O)NCC2(N3CCCCC3)CCCCC2)cc1	-9	2	7	22	-2	.	3	-9
COc1ccccc1NC(=O)COC(=O)c1ccccc1C(=O)N1CCN(c2ccccc2)CC1	5	0	0	-1	0	-4	1	3
Cc1ccc(C)c(NC(=O)C2CC(=O)N(C3CCCCC3)C2)c1 (stereo not given)	-2	-2	7	4	2	2	15	.
Cc1c(S(=O)(=O)N2CCN(c3cccc(C(F)(F)F)c3)CC2)c(=O)n(C)c(=O)n1C	0	-1	.	3	-3	1	-4	.
O=C(O)[C@]1(S(=O)(=O)c2ccccc2)C[C@@H]2ON=C(c3cccc(Br)c3)[C@@H]2C1	-1	-2	-6	-5	1	-3	4	-11
Cc1ccc(N(C(=O)C2CCC(=O)N2)C2(C(=O)NC3CCCC3)CCCCC2)cc1 (stereo not given)	.	-7	.	-4	.	-18	.	14
CCCC(=O)c1ccc2c(c1)OCCO2	.	1	.	-29	.	1	.	8
COCCN(C(=O)COC(=O)CCn1c(C)csc1=O)c1c(N)n(Cc2ccccc2)c(=O)[nH]c1=O	-4	5	-17	-3	3	1	-5	.
COc1ccc(CCN(C)C(=O)c2oc3ccccc3c2C)cc1OC	2	1	-15	19	1	6	10	-1

In the list so far, 2 contain a CF3 group:
SMILES	S100A4 MyoIIA	PglD DTNB	LGR2 antag	PAX8 inh HTS	ERAP1 HTS inh	FN deposition inh	EWS-Fli inh	PGC1a acetyl inh
CCCNC(=O)Nc1ccc2c(c1)C(=O)N(C)C[C@H](OC)[C@H](C)CN(CCC(F)(F)F)[C@H](C)CO2	.	.	13	.	.	2	12	-4
Cc1c(S(=O)(=O)N2CCN(c3cccc(C(F)(F)F)c3)CC2)c(=O)n(C)c(=O)n1C	0	-1	.	3	-3	1	-4	.

Compound activity as filed in PubChem.
